# BaF3 tox – reduces parental Ba/F3 cell viability, JAK2V617F counter-screen; hit rate 1.1% among 220,000; CellTiter-Glo ATP luminescence; inhibition, % at 5.6 µM;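 active means inhibition above a per-campaign cutoff, the mean inhibition of all tested compounds plus 3 SD, cut at about 27% in these data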;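 further: 0% = DMSO wells and 100% = JAK Inhibitor I control wells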
# Wee1 stabilizer – human Wee1 degradation inhibition, primary screen. hit rate 1.2% among 220,000. AID 1321. HeLa Luc-Wee1K328M stability, luciferase luminescence; 100% = proteasome inhibitor MG132 effect. reporter increase, % at 5 µM;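 active means activation above the mean of all tested compounds plus 3 SD, set per screening run, cut at about 8.8% in these data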;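 further: cells exposed to compound for 20 h before luminescence read; 0% = DMSO alone and 100% = MG132 at 30 µM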
# TRPN1 ag – activates the zebrafish TRPN1 channel. activation, % at 3 µM. AID 1424. hit rate 0.18% among 220,000. HEK293 zebrafish TRPN1-YFP, Fluo-8 calcium fluorescence; 100% = response to 87 µM carbachol;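 active means activation above its plate's cutoff, the mean activation of test wells on that plate plus 3 SD, cut at about 19% in these data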;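 further: 0% = DMSO alone and 100% = 87 µM carbachol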
#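 System: zebrafish TRPN1-YFP in HEK293 cells / Dosing: 3 µM single point / Timing: dye loading 1 h at 37 °C, then 30 min room temperature / Signal: Fluo-8 calcium fluorescence, excitation 470-495 nm, emission 515-575 nm / Read-out basis: percent activation from peak over basal fluorescence ratio, control-normalized / Control set: high carbachol 87 µM, low DMSO alone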
# Ba/F3 V617F tox – loss of viability in JAK2V617F-driven Ba/F3 cells; Ba/F3 EpoR-JAK2V617F viability, ATP luminescence; inhibition, % at 5.6 µM; hit rate 1.1% among 220,000;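 active means inhibition above the campaign mean plus 3 SD over all tested compounds, cut at about 24% in these data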;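 further: cytokine-independent growth of Ba/F3 cells driven by EpoR plus mutant JAK2; 0% = DMSO-treated cells and 100% = JAK inhibitor I control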
# TNF necrop inh – TNF-alpha cell death inhibition in Jurkat FADD-/- cells; hit rate 0.068% among 220,000; Jurkat FADD-/- TNF necroptosis rescue, ATP luminescence, 24 h; 0 = TNF only, 100 = no-TNF cells; activation (protection from cell death), % at 10 µM;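 active means activation, meaning protection from cell death, of at least 50% relative to plate controls; inactive means activation below 50%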;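 further: necroptosis triggered by 40 ng/mL TNF-alpha added together with compound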
# TRPML3 agonist – agonists of human TRPML3 channel; Q8TDD5; HEK293 TRPML3-YFP, Fluo-8 calcium fluorescence; 100% = the carbachol control signal; activation, % at 3 µM; hit rate 0.29% among 220,000; AID 1448;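 active means activation above its plate's cutoff, the mean activation of the plate's test wells plus 3 SD, cut at about 12% in these data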;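 further: 0% = DMSO only wells and 100% = carbachol wells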
# Target sequence (Q8TDD5 whole entry, looked up): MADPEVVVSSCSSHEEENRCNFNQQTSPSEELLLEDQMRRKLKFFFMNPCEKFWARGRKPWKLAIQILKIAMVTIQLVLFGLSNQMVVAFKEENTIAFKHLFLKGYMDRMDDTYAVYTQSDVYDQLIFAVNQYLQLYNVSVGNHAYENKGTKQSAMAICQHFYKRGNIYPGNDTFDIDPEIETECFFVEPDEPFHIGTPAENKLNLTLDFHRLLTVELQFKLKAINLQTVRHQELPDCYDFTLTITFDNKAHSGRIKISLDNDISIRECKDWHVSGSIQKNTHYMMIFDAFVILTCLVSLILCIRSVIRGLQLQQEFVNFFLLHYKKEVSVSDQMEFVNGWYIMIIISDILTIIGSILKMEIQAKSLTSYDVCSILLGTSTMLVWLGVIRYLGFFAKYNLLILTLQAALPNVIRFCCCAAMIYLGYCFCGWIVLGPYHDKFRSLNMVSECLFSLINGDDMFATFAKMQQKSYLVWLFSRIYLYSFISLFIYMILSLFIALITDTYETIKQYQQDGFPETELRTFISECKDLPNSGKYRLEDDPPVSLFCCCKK
#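 system = HEK293 cells stably carrying human TRPML3-YFP | doses = one concentration, 3 µM nominal, 0.3% DMSO | timing = dye loading 1 h 37 °C then 30 min ambient, 125 s read | detection = Fluo-8 calcium dye fluorescence, ex 470-495, em 515-575 nm | benchmarks = high control carbachol 87 µM, low control DMSO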
# RBBP9 inh – inhibitors of human serine hydrolase RBBP9; recombinant RBBP9, FP-Rh probe fluorescence polarization; O75884; hit rate 0.2% among 220,000; inhibition, % at 7.94 µM; AID 1515;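 active means inhibition above the campaign mean of all tested compounds plus 3 SD, cut at about 14% in these data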;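 further: plate controls were DMSO wells with RBBP9 for no effect and wells lacking RBBP9 protein for full effect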
# Target sequence (O75884 whole entry, looked up): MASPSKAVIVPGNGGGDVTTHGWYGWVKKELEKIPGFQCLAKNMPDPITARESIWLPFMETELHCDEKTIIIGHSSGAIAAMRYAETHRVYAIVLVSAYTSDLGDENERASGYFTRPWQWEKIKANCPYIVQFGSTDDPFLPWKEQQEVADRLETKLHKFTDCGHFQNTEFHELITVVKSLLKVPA
#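 System: RBBP9 protein / Buffer or medium: Tris/NaCl buffer pH 8.0 with 0.1% Pluronic / Probe or stimulus: Serine-hydrolase probe FP-Rh, 375 nM pre-mixing / Dosing: 7.94 µM single dose, 0.794% DMSO / Times: enzyme-compound preincubation 30 min, then probe labeling 45 min, 25 °C / Technique: fluorescence polarization (mP), excitation 525 nm, emission 598 nm / Replication: singlicate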
# CHOP inhibitor – blocks CHOP induction under ER stress; CHO-K1 CHOP-promoter luciferase, tunicamycin-induced, 15-18 h; inhibition, % at 10 µM; hit rate 3.8% among 220,000; AID 2732;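 active means compounds that reduced the stress-induced luciferase reporter signal by more than about 70% of percent inhibition, limit read from the data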;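 further: 0% = tunicamycin plus vehicle and 100% = wells without tunicamycin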
# PPC-1+TRAIL kill – kills PPC-1 cancer cells in the presence of TRAIL. cell killing (% activity), % at 4 µM. AID 1443. hit rate 0.41% among 220,000. PPC-1 cells + TRAIL, ATPLite viability luminescence;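 active means cell killing above 50% in the first pass at 4 µM, then a duplicate retest at 5 µM averaging 50% or more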;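 further: plate controls were cells with TRAIL plus DMSO for no effect and medium-only wells lacking cells for full effect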
# Starred values were filed as active, the others as inactive; nt = not tested or not shown; [ ] = dose if it differs, or a comment.
SMILES,BaF3 tox,Wee1 stabilizer,TRPN1 ag,Ba/F3 V617F tox,TNF necrop inh,TRPML3 agonist,RBBP9 inh,CHOP inhibitor,PPC-1+TRAIL kill
C=CCN1CCN(C(c2ccc(OC)c(OC)c2)c2nnnn2C(C)(C)C)CC1 (stereo not given),5,-2,-0.5,-1,3.1,1.0,-8,-12,-16
CC(=O)c1cccc(N/C=C\C(=O)c2ccc(C)cc2)c1,4,5,1.7,-3,2.0,0.2,1,3,62*
CCn1c(SCC(=O)c2[nH]c(C)c(C(C)=O)c2C)nnc1-c1ccncc1,8,-2,1.2,5,-2.1,0.8,-2,-11,15
Cc1ccccc1OCCOCCN1CCCCCC1,-1,4,-0.1,-2,1.0,0.6,1,29,-8
O=C(NCc1cccs1)c1cnc2sccn2c1=O,5,-3,1.1,-2,1.3,0.2,-1,-4,5
CC1(CCc2ccccc2)NC(=O)N(Cc2nnc(-c3ccccc3Br)o2)C1=O (stereo not given),2,0,1.5,-3,0.6,0.3,-6,2,7
Cc1ccc(CS(=O)(=O)CCC(=O)NCCCN2CCCC2)cc1,3,-3,0.1,4,-2.8,0.9,-12,9,10
CCOC(=O)c1ccc(NS(=O)(=O)CC)cc1,3,0,-0.9,-1,-1.6,-0.3,4,-14,5
CCc1ccc(NC(=O)N2CCN(c3ccc(F)cc3)CC2)cc1,0,3,0.3,-1,0.0,1.2,-6,31,17
Nc1n[nH]c2cc(=O)n(-c3cccc(C(F)(F)F)c3)nc12,13,6,-0.4,5,-0.5,0.3,-1,26,8
CCOC(=O)c1c(N)sc(C(=O)N(CC)CC)c1C,9,-1,0.0,-3,1.3,-1.0,-7,2,-27
CCCCNC(=O)COC(=O)c1ccc(NS(=O)(=O)c2ccc3c(c2)OCCO3)cc1,7,6,-0.1,0,3.5,0.5,-4,23,10
O=c1c2ccccc2cnn1-c1ccc2ccccc2c1,5,3,-0.3,-3,-0.4,0.3,-7,33,7
O=C(COc1ncnc2cc([N+](=O)[O-])ccc12)N(CCc1ccccc1)Cc1ccccc1,2,1,-0.5,0,0.8,0.2,-4,25,26
O=C(NCCN=C1NS(=O)(=O)c2ccccc21)c1ccco1,1,1,1.4,-5,0.2,0.4,3,-3,22
O=C(c1ccc2c(Cl)c3c(nc2c1)CCCC3)N1CCC(N2CCCCC2)CC1,3,-2,-2.1,-4,-13,-0.4,-6,51,-4
Cc1ccccc1CSCCNC(=O)c1ccccc1,3,5,-2.4,2,1.0,-0.7,-9,-14,35
Cn1c(SCc2cccc(F)c2)nnc1-c1ccccn1,2,3,0.1,1,0.7,-0.4,-5,-8,-1
O=C(CSc1nnc(NC(=O)c2ccco2)s1)NC1CCCCC1,2,0,0.8,-1,-2.0,1.1,-1,1,18
Cc1occc1-c1nnc(SCC(=O)Nc2nccs2)n1CCc1ccccc1,0,-1,-1.0,0,-2.1,-0.4,4,17,24
CCOC(=O)c1cccc(NC(=O)Cn2c(CC(=O)NC)nc3ccccc32)c1,3,-2,0.0,-1,-1.9,-0.6,-2,-10,11
CC(=O)Oc1cccc(/C=C2\Sc3ccccc3C2=O)c1,-4,3,2.5,-2,-3.7,1.9,-12,3,-1
N#C/C(=N\Nc1ccc(F)cc1)C(=O)C1CC1,3,-4,5.5,-4,1.1,1.8,-13,-8,19
CCC(CO)n1c(=S)[nH]c2cc(OC)c(OC)cc2c1=O (stereo not given),4,1,1.1,-1,1.0,1.0,-1,-31,-21
c1ccc(CCn2c3ccccc3c3nnc(SCc4ccc5nonc5c4)nc32)cc1,7,-1,0.8,-3,-5.7,0.6,1,-15,11
# Next records
SMILES,BaF3 tox,Wee1 stabilizer,TRPN1 ag,Ba/F3 V617F tox,TNF necrop inh,TRPML3 agonist,RBBP9 inh,CHOP inhibitor,PPC-1+TRAIL kill
Cc1ccc(N2C(=O)c3cccc([N+](=O)[O-])c3C2=O)cc1C,6,0,0.5,-1,0.0,1.0,-7,28,1
CCCN(CCC)C(=O)CC(c1ccccc1)C1CCOC(C)(C)C1 (stereo not given),3,0,-0.6,-2,0.7,0.2,0,27,21
O=C(CSc1nncn1-c1cccnc1)N(c1ccccc1)c1ccccc1,2,0,-0.2,1,-0.1,0.1,-11,4,17
CCC(=O)c1cc2c(C)cc(=O)oc2c(C)c1OC(=O)C(C)C,0,1,-1.3,-2,1.9,0.5,-5,19,30
N#CC1=C(N)Oc2nc[nH]c(=O)c2C1c1cccs1 (stereo not given),-2,-2,0.4,-5,0.6,0.3,1,-7,-6
O=C(N/N=C\c1cc([N+](=O)[O-])ccc1N1CCOCC1)c1ccccn1,-1,-3,-0.9,0,-0.2,0.6,-7,10,11
CCOC(Cn1ccc(=O)[nH]c1=O)OCC,4,3,1.1,-7,0.8,0.6,-13,7,15
CCOC(=O)C(=Nc1ccccc1)NO,-2,2,0.0,-4,1.1,0.7,-4,-8,12
Cc1cc(=O)oc2cc(OCC(=O)N3CCCc4ccccc43)ccc12,4,-4,1.3,-2,-11,-0.5,-3,44,13
CC1CN(c2ccc(Cl)nn2)CC(C)O1 (stereo not given),1,0,0.1,6,0.3,1.0,-8,-8,18
Cc1cc(N=Nc2ccc(C)c(N=Nc3cc(C)c(N)cc3N)c2)c(N)cc1N,-3,4,0.4,3,-6.4,0.5,13,38,64*[5 µM]
O=C(COC(=O)C1CCCO1)Nc1cccc(C(F)(F)F)c1 (stereo not given),5,-4,1.3,2,0.7,0.8,-6,10,19
Cc1c(C2C(C#N)=C(N)N(c3ccccc3C#N)C3=C2C(=O)CCC3)cnn1C (stereo not given),5,4,0.7,-1,-0.5,1.0,-2,-10,22
Cc1ccc(S(=O)(=O)c2nc(NN(C)C)sc2Cl)cc1,1,3,2.3,5,-1.1,0.2,-8,4,15
O=C1NC(=Nc2ccccc2)S/C1=C/c1cccs1,10,3,-0.5,4,1.6,-0.8,-18,12,16
COc1cc([N+](=O)[O-])ccc1NC(=O)CC1SC(=Nc2ccc(F)cc2)N(CCC2=CCCCC2)C1=O (stereo not given),5,1,0.9,-1,0.2,-0.2,-3,62,10
CC1Cc2ccccc2N1C(=O)CSc1nc2c(c(=O)n(C)c(=O)n2C)n1Cc1ccccc1 (stereo not given),1,-2,0.4,-5,1.6,-0.5,-4,65,4
Cc1c(N=Cc2ccc[nH]2)c(=O)n(-c2ccccc2)n1C,5,1,0.1,-1,-2.6,0.3,0,8,22
CCOC(=O)c1ccc(N=c2sc(C(=O)OC)cc(=O)n2C2CC2)cc1,0,2,1.3,-3,-4.7,0.1,-4,52,nt
Cc1nc2ccc(S(=O)(=O)NCC(=O)NC(C)c3ccccc3)cc2s1 (stereo not given),9,4,-0.2,2,-0.7,-0.1,2,-6,-9
Cc1c(/C=N/NC(=O)C2(O)c3ccccc3-c3ccccc32)cnn1C,-1,2,-0.8,-1,-1.2,1.9,-5,9,-2
CCc1nc2sc(C#N)c(N)c2c2c1CCCC2,6,-2,0.7,5,-2.5,0.8,1,31,nt
CCCCn1c(O)c(C=NCCCN(C)C)c(=O)[nH]c1=O,4,0,0.8,1,0.3,0.8,-8,-17,0
C[C@@H]1C=C(C(=O)N2CCN(Cc3ccccc3)CC2)O[C@H](OCc2ccc(CO)cc2)C1,-3,5,0.0,3,0.2,0.2,-2,-2,20
O=C(CSc1nc2[nH]ncc2c(=O)[nH]1)Nc1ccccc1,-1,4,-0.9,-2,1.7,0.6,11,11,-11
# The listing continues.
SMILES,BaF3 tox,Wee1 stabilizer,TRPN1 ag,Ba/F3 V617F tox,TNF necrop inh,TRPML3 agonist,RBBP9 inh,CHOP inhibitor,PPC-1+TRAIL kill
Cc1cc(C)c[n+](-c2nc3ccccc3nc2[N-]S(=O)(=O)c2cccs2)c1,0,-1,2.4,-4,1.9,0.2,-7,10,21
COc1cc(Cl)c(C)cc1NC(=O)CSCC#N,5,-1,-1.0,4,6.7,-0.2,-4,46,-21
Cc1ccc(Cl)c(OC(=O)c2ccc(N3CCOCC3)c([N+](=O)[O-])c2)c1,2,0,-0.6,-1,1.1,0.9,-7,31,24
O=C(CCC(=O)N1CCN(c2ccccc2F)CC1)c1ccc(F)cc1,1,4,-0.6,-2,3.7,0.8,-5,4,-1
CN1CCN(C(=O)/C=C/c2cn(-c3ccccc3)nc2-c2ccc3c(c2)OCCO3)CC1,11,2,0.9,6,4.4,0.9,-9,1,18
COc1ccc(C)cc1NC(=O)c1nnn(Cc2cc(C)ccc2C)c1N,0,-1,0.0,-2,2.2,0.1,3,47,0
COC(=O)c1cccc(OC(N)=O)c1,5,-2,1.3,0,-0.1,1.1,-8,24,-5
O=C(O)CCC(=O)N1c2ccccc2NC2=C(C(=O)CC(c3ccc(F)cc3)C2)C1c1ccc([N+](=O)[O-])o1 (stereo not given),3,-1,0.9,2,0.3,1.0,-6,-12,1

# Exported with values under each structure: ten of the compounds above
# Values run as follows: BaF3 tox | Wee1 stabilizer | TRPN1 ag | Ba/F3 V617F tox | TNF necrop inh | TRPML3 agonist | RBBP9 inh | CHOP inhibitor | PPC-1+TRAIL kill
- N#C/C(=N\Nc1ccc(F)cc1)C(=O)C1CC1
    3 | -4 | 5.5 | -4 | 1.1 | 1.8 | -13 | -8 | 19
- CCC(CO)n1c(=S)[nH]c2cc(OC)c(OC)cc2c1=O (stereo not given)
    4 | 1 | 1.1 | -1 | 1.0 | 1.0 | -1 | -31 | -21
- c1ccc(CCn2c3ccccc3c3nnc(SCc4ccc5nonc5c4)nc32)cc1
    7 | -1 | 0.8 | -3 | -5.7 | 0.6 | 1 | -15 | 11
- Cc1ccc(N2C(=O)c3cccc([N+](=O)[O-])c3C2=O)cc1C
    6 | 0 | 0.5 | -1 | 0.0 | 1.0 | -7 | 28 | 1
- CCCN(CCC)C(=O)CC(c1ccccc1)C1CCOC(C)(C)C1 (stereo not given)
    3 | 0 | -0.6 | -2 | 0.7 | 0.2 | 0 | 27 | 21
- O=C(CSc1nncn1-c1cccnc1)N(c1ccccc1)c1ccccc1
    2 | 0 | -0.2 | 1 | -0.1 | 0.1 | -11 | 4 | 17
- CCC(=O)c1cc2c(C)cc(=O)oc2c(C)c1OC(=O)C(C)C
    0 | 1 | -1.3 | -2 | 1.9 | 0.5 | -5 | 19 | 30
- N#CC1=C(N)Oc2nc[nH]c(=O)c2C1c1cccs1 (stereo not given)
    -2 | -2 | 0.4 | -5 | 0.6 | 0.3 | 1 | -7 | -6
- O=C(N/N=C\c1cc([N+](=O)[O-])ccc1N1CCOCC1)c1ccccn1
    -1 | -3 | -0.9 | 0 | -0.2 | 0.6 | -7 | 10 | 11
- CCOC(Cn1ccc(=O)[nH]c1=O)OCC
    4 | 3 | 1.1 | -7 | 0.8 | 0.6 | -13 | 7 | 15

# Assay outcomes from PubChem BioAssay.
